# Bioassay records: PubChem BioAssay, several laboratories
# Tb hexokinase: Trypanosoma brucei hexokinase 1 inhibitors, primary screen, biochemical, G6PDH-coupled NADH absorbance, MLSCN library; actives 0.11% (n = 220,000); inhibition, % at 10 µM; recombinant TbHK1, G6PDH-coupled NADH A340;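 active means inhibition of 50% or more in the single-dose primary screen; inactive means inhibition below 50%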
# 14-3-3 Bad inh: inhibitors of 14-3-3 zeta/Bad binding, primary screen, biochemical, TR-FRET, bovine 14-3-3 zeta. 14-3-3 protein zeta/delta (Bos taurus), P63103. TR-FRET 14-3-3zeta/Dy647-pBad peptide displacement, 1 h. inhibition, % at 21.7 µM. actives 0.71% (n = 220,000). AID 781, 2007;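 active means inhibition above about 70%, limit read from the data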;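 further: 0% = full 14-3-3 plus peptide FRET controls and 100% = background without 14-3-3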
# Rad51 HR inh: human RAD51 strand exchange inhibitors, primary screen, biochemical, fluorescence | AID 1385, 2008 | actives 0.085% (n = 200,000) | hRad51 DNA strand exchange, fluorescence dequenching | DNA repair protein RAD51 homolog 1 (Homo sapiens), Q06609 | inhibition, % at 10 µM;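 active means inhibition above 40% at the single screening dose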;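 further: 0% = DMSO control wells and 100% = blanks with heterologous ssDNA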
# Target sequence (Q06609 whole entry, looked up): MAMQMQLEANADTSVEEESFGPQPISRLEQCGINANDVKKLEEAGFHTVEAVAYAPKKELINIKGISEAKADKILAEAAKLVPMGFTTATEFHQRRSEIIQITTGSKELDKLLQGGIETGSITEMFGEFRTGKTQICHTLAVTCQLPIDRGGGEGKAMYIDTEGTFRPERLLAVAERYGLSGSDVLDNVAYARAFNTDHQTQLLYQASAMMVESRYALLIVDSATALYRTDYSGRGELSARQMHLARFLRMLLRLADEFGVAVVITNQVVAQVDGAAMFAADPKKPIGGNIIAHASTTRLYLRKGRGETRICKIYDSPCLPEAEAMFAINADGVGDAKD
#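 Read-out basis: percent inhibition relative to plate controls and blanks / Assay system: human Rad51 nucleoprotein filaments preassembled on unlabelled ssDNA / Timing: filaments 15 min 37 °C, then compound 30 min / Control set: per-plate controls and blanks / Technique: fluorescence dequenching at 485/520 nm / Compound: 10 µM final, single point / Also added: Fluorescein- and BHQ1-tagged 47-mer duplex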
# eIF4E-4G inh: eIF4E–eIF4G protein interaction inhibitors, primary screen, biochemical, uHTS, TR-FRET, eIF4GI fragment | actives 0.37% (n = 220,000) | Eukaryotic translation initiation factor 4E (Mus musculus) + Eukaryotic translation … | AID 782, 2007 | inhibition, % at 21.7 µM | TR-FRET eIF4E-eIF4GI(517-606) binding, 2 h;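 active means inhibition above about 30%, limit read from the data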;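 further: 0% = full FRET control wells and 100% = background wells lacking eIF4GI fragment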
# PGE2 EP2 inh: human EP2 receptor antagonists, primary screen, TR-FRET cAMP, C6 glioma cells; Prostaglandin E2 receptor EP2 subtype (Homo sapiens), P43116; C6 glioma cells expressing human EP2; cells stimulated with saturating PGE2; inhibition, % at 25 µM; actives 0.52% (n = 260,000);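 active means percent inhibition above 40 after rounding to a whole number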;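 further: rat C6 glioma host cells with rolipram phosphodiesterase inhibitor present; the protocol text gives 20 µM as final concentration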
# m-calpain inh: inhibitors of pig calpain II, primary screen, biochemical, fluorogenic peptide substrate, 1536-well | purified calpain II, 30 min | inhibition, % at 16 µM | actives 0.37% (n = 220,000);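 active means inhibition above about 50%, limit read from the data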
# EP2 mod: EP2 receptor modulators, cAMP readout, primary screen, cell-based, HTRF cAMP, PGE2 stimulation. EP2-expressing cells, cAMP HTRF FRET, PGE2 co-stimulation. induction, % at 25 µM. actives 0.83% (n = 260,000). Prostaglandin E2 receptor EP2 subtype (Homo sapiens), P43116;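 active means compounds whose cAMP rise, as percent of the full-agonist control response, exceeds 60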;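 further: rat C6 glioma line stably carrying human EP2 under a CMV promoter; the protocol text gives 20 µM as final concentration; 100% = response of wells given 1 µM PGE2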
# L929 necroptosis: inhibitors of zVAD-triggered necroptosis, primary screen, L929 cells; actives 0.38% (n = 220,000); AID 1377, 2008; viability rescue, % at 10 µM; L929 zVAD necroptosis rescue, ATP luminescence, 24 h; with zVAD 60 µM;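 active means activation, scaled between plate controls, above about 75%, limit read from the data; inactive means activation under that limit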;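 further: 0% = zVAD with DMSO and 100% = DMSO alone without zVAD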
# Hck Nef HTS: inhibitors of Nef-activated human Hck kinase, primary screen, biochemical, Z-Lyte FRET, 384-well, Hck-YEEI; actives 0.68% (n = 220,000); Tyrosine-protein kinase HCK (Homo sapiens), P08631; inhibition, % at 20 µM; AID 463187, 2010; Recombinant Hck-YEEI plus Nef, Z-Lyte FRET kinase assay;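 active means Hck-Nef kinase inhibition above about 50%, limit read from the data; inactive means inhibition below that limit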;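 further: 0% = DMSO with Hck plus Nef and 100% = Hck alone without Nef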
# Target sequence (P08631 whole entry, looked up): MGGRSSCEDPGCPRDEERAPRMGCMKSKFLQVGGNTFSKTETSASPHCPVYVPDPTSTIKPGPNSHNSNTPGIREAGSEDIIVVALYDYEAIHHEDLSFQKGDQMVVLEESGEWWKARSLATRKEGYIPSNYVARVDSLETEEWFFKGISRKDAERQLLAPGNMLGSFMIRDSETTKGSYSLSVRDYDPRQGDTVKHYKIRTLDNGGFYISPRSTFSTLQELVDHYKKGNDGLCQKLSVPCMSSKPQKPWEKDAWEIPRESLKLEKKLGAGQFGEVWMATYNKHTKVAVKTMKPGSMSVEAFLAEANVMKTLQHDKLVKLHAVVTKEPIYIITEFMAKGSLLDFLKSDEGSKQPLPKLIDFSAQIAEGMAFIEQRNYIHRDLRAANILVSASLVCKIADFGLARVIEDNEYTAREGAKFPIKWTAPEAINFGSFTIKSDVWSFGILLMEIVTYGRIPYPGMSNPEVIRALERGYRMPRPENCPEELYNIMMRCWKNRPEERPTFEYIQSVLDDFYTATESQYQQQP
# Numbers without * were called inactive; i = inactive; . = no result given; & = joins results of further samples; [ ] = dose if it differs, or a comment.
SMILES,Tb hexokinase,14-3-3 Bad inh,Rad51 HR inh,eIF4E-4G inh,PGE2 EP2 inh,m-calpain inh,EP2 mod,L929 necroptosis,Hck Nef HTS
Oc1ccc(Br)cc1-c1cc(-c2ccccc2F)[nH]n1,-13,0,-2,0,4,-11,0,1.4,0
COc1cccc(NC(=O)CN2CCN(S(=O)(=O)c3ccc(F)cc3)CC2)c1,-4,3[fluorescence artefact?],4,0[fluorescence artefact?],11,15,-7,-0.1,0
Cc1ccccc1NC(=O)COC(=O)c1ccc(CSc2ccc(Cl)cc2)cc1,-4,3,9,12,1,28,10,0.1,4
COc1ccccc1CNS(=O)(=O)c1ccc2c(c1)oc(=O)n2C,-7,1,4,9,8,-7,12,1.2,0
Cn1c2c(c(=O)n(C)c1=O)C(NC(=O)c1ccco1)(C(F)(F)F)C(=O)N2 (stereo not drawn),5,18,-4,-4,12,-6,-9,0.0,1
Cc1ccccc1-n1c(C)nc2ccccc21,1,1,-4,-2,7,6,6,1.0,3
CC(C)C(NS(=O)(=O)c1cccs1)C(=O)N(C)Cc1ccccc1 (stereo not drawn),-1,4,1,-7,12,-8,11,-0.1,-2
CCN(CC)S(=O)(=O)c1ccc(NC(=O)c2cc(-c3ccccc3)nc3ccccc23)cc1,-4,6,-10,-1[fluorescence artefact?],6,-16,7,1.1,-1
Cc1cc(C(=O)N/N=C/c2cccn2C)no1,-62,-15[fluorescence artefact?],7,0,5,8,10,0.1,2
COCCN(C(=S)Nc1cccc(C)c1)C(C)c1cccs1 (stereo not drawn),1,-10,-2,-2,4,12,9,1.5,3
CCCCn1c(N)c(N(CCOC)C(=O)CCc2ccc(OC)cc2)c(=O)[nH]c1=O,-3,8,2,22[fluorescence artefact?],2,-10,6,1.5,-1
COCCCNC(=O)Cn1c(=O)n(Cc2ccccc2Cl)c(=O)c2cc(OC)c(OC)cc21,-4,6,-10,6,0,-21,-5,-0.4,-20
NC(=O)CC1(CC(=O)O)CCCCC1,9,5[fluorescence artefact?],10,-7[fluorescence artefact?],8,-1,-11,2.0,8
O=C(NCc1ccco1)c1cnn2cccnc12,-3,-3,1,2,12,-24,-3,0.7,-6
Cc1cccc(C(=O)N[C@H](C(=O)Nc2nc3ccccc3[nH]2)C(C)C)c1,3,-11,-21,2,5,-17,-39,28,18
CC(C)CNS(=O)(=O)c1ccc(CCC(=O)Nc2cc(Cl)ccc2Oc2ccccc2)cc1,22,11[fluorescence artefact?],-9,-8[fluorescence artefact?],5,71*,54,-0.7,11
COc1ccc(C2=Nn3c(nnc3-c3ccccn3)SC2)cc1OC,-29,3,0,-2,2,-4,42,5.6,2
CCOC(=O)C1CCCN(c2nc(C)nc3c2oc2ccccc23)C1 (stereo not drawn),-17,83*,4,3,8,-41,-11,2.5,1
O=C1CCCC2=C1C(c1ccsc1)CC(=O)N2c1nnc(SCc2ccccc2)s1 (stereo not drawn),-6,14,3,0,7,-34,-1,-0.7,3
COc1ccc(O[C@H]2C=C[C@@H](c3ccccc3)O[C@@H]2COC(=O)CC/C(C)=N/O[C@H](C)c2cn([C@@H]3COC[C@H]3O)nn2)cc1,-13,-5,.,4,.,-51,0,3.6,-2
O=C(CCC1CCCCC1)NCc1ccccn1,-9,0,-2,2,4,-9,8,0.2,3
COc1cc(CN2CCC(C(=O)NC3CCCC3)CC2)cc(OC)c1O,6,32,0,-9,14,-6,3,-0.6,1
COc1cccc(NC(=O)C2CC(=O)n3cnnc3S2)c1 (stereo not drawn),-6,-9,-7,1,16,11,-8,0.6,-1
Cc1ccccc1CN(c1ccc(C(=O)Nc2ccccc2C(=O)NCc2ccco2)cc1)S(C)(=O)=O,-18,9,2,1[fluorescence artefact?],5,-55,33,0.0,2
Cc1ccc(N2C(=O)CC(Sc3nc(-c4ccccc4)c4cc(Cl)ccc4n3)C2=O)c(C)c1 (stereo not drawn),-11,-7[fluorescence artefact?],-1,1[fluorescence artefact?],8,-70,-8,1.4,0
CN(C)CC/C=C1\c2ccccc2Sc2ccc(Cl)cc21,0,-2,-4,0,28&8&15,-17,-13&2&-1,3.9,-3
O=C(NNc1ccc([N+](=O)[O-])cc1)c1ccccc1F,-18,-10,-29,0,2,18,-22,0.0,23
CCOC(=O)c1c(C)[nH]c2c1-c1ccccc1C(=O)C2=O,-3,-10,8,-9,10,20,-81,-2.5,-1
COc1cccc(-c2nc(CS(=O)(=O)CC(=O)N3CCc4ccccc4C3)c(C)o2)c1,3,-1[fluorescence artefact?],2,-2,5,-54,-15,0.1,-8
Cc1ccc(CNC(=O)C(Cc2ccccc2)NS(=O)(=O)c2ccc3c(c2)CCC(=O)N3)cc1 (stereo not drawn),-1,10,4,-2[fluorescence artefact?],13,-26,-10,0.4,1
Cc1ccc(NC2=C(NC(=O)c3ccccc3)C(=O)c3ccccc3C2=O)cc1Cl,-3,6,-1,9,5,-6,12,1.4,-2
O=C(O)C1=C(C(=O)Nc2cccc(C(F)(F)F)c2)CCCC1,8,-1,-33,-3,3,6,4,-1.0,16
Cc1ccc(OCCC(=O)OCC(=O)Nc2cc(S(=O)(=O)N(C)C)ccc2C)cc1,2,-2,-6,-3,7,-1,-26,0.8,21
COc1ccccc1N=c1oc2cc(O)ccc2cc1C(N)=O,-4,-3[fluorescence artefact?],-3,-18,9,i,6,24,140*
CN(C)C(=O)c1ccc(NC(=O)c2cc(-n3cnnc3)ccc2Cl)cc1,8,-31,3,13[fluorescence artefact?],5,-7,-8,0.8,2
O=C(Nc1ccc2snnc2c1)N1CCSCC1,-9,-4,-7,4,5,-5,-22,-0.7,-2
COc1ccc(-n2nc3cc(C)c(N)c(Br)c3n2)cc1,0,-2,-8,1,15,-14,15,-0.2,0
COc1ccc(-c2noc(CSc3nc4ccccc4c(=O)n3-c3ccccc3)n2)cc1,2,-2,2,-7,8,-16,12,0.3,4
O=C1CC2(CON=C2c2ccc(F)cc2)C(=O)N1c1ccc(F)cc1 (stereo not drawn),4,32,-1,8,14,5,54,-0.3,1
COc1ccc(CCNC(=O)CC2SC(=Nc3cc(C)cc(C)c3)NC2=O)cc1OC (stereo not drawn),2,-19,7,10,4,4,-22,1.1,22
Cc1ccc(C(=O)N2CCCCC2C(=O)O)o1 (stereo not drawn),-4,-13,6,1,3,-23,-1,18,18
Cc1cc(F)ccc1NC(=O)c1ccc(NS(=O)(=O)c2cc(C(C)(C)C)ccc2C)cc1,-2,5[fluorescence artefact?],-24,0[fluorescence artefact?],13,0,-7,0.8,9
COC(=O)c1ccc(Oc2c(C)oc3c(CN4CCN(C)CC4)c(O)ccc3c2=O)cc1,-38,.,-23,.,10,.,.,1.3,2
COc1ccc(NC(=O)c2cc(-c3ccccc3)nc3c2c(C)nn3-c2ccccc2)c(OC)c1,6,-4,6,0[fluorescence artefact?],7,-30,34,1.4,5
COc1cc(C(=S)N2CCCCC2)ccc1OCC(=O)N1CCCC1,-1,3[fluorescence artefact?],0,1[fluorescence artefact?],8,3,-3,0.1,-20
Cn1c(SCc2cccc([N+](=O)[O-])c2)nc2c(c1=O)SCC2,-6,-18,3,3,11,10,-12,-0.8,22
COc1cccc2cc(NC(=O)C3CCCCC3)c(=O)oc12,-2,0,1,-8,12,-150,6,-0.2,1
Cc1cc(C(=O)OCC(=O)Nc2ccc(F)c(F)c2)c(C)o1,4,4,0,4,3,11,-36,0.2,1
C=CCN1C(=O)C(C)(C)Nc2ccccc21,1,-6[fluorescence artefact?],0,-2,0,-19,14,-0.1,0
O=C(Oc1ccccc1N1C(=O)C2CCCCC2C1=O)c1ccccc1F (stereo not drawn),35,-17,-16,-1,7,7,-16,0.4,3
CCCCN(C(=O)c1cccc(S(=O)(=O)N2CCOCC2)c1)c1c(N)n(CCC)c(=O)[nH]c1=O,0,-7,8,0,7,-21,-8,2.8,-5
CC(=O)Nc1ccc(S(=O)(=O)N2c3ccccc3C(C)=CC2(C)C)cc1,1,-5,27,4,7,-12,14,-3.0,12
CCOC(=O)C1=C(N)N(c2ccc(C)cc2)C2=C(C(=O)CCC2)C1c1cccs1 (stereo not drawn),26,-16,6,2[fluorescence artefact?],7,23,50,0.9,3
Cc1ccc(C2=CC(c3cccs3)n3nnnc3N2)cc1 (stereo not drawn),1,-2,.,-4,.,30,8,0.7,1
O=C(O)c1cc(S(=O)(=O)N2CCCCCC2)ccc1Cl,7,2,-15,-4,12,-9,21,0.3,0
C/C(=N\NC(=O)c1csc2ccccc12)c1ccc(O)cc1,-5,-10,6,-1,10,-4,-8,0.4,1
CCCCn1c(SCC(=O)NCc2cccs2)nc2c1c(=O)n(C)c(=O)n2C,3,-9,1,4,9,21,3,-0.4,2
COc1ccccc1C(=O)N1c2ccccc2Sc2ccccc21,-5,1,3,-2,7,29,11,1.3,3
CCOC(=O)N1CCC2(CC1)C(C#N)=C(N)OC1=C2C(=O)CCC1,0,-3,4,-1,12,-11,-14,2.3,26
CCOC(=O)c1ccc(Oc2nc(SC)nc(N(C)C)n2)cc1,3,-2,-6,4,10,4,47,0.1,0

# An excerpt from above, limited to m-calpain inh:
mol	m-calpain inh
COc1cc(C(=S)N2CCCCC2)ccc1OCC(=O)N1CCCC1	3
Cn1c(SCc2cccc([N+](=O)[O-])c2)nc2c(c1=O)SCC2	10

# Next part.
SMILES,Tb hexokinase,14-3-3 Bad inh,Rad51 HR inh,eIF4E-4G inh,PGE2 EP2 inh,m-calpain inh,EP2 mod,L929 necroptosis,Hck Nef HTS
CCO[C@H]1OC(C(N)=O)=C[C@@H](C2CCCCC2)[C@@H]1CCCO,-5,4,3,1,8,4,13,-0.2,-3
O=C(/C=C/c1ccc(S(=O)(=O)N2CCOCC2)cc1)N1CCN(c2ccc(F)cc2)CC1,-6,-5,19,-1,12,3,-18,0.1,18
COC(=O)Nc1nc2c(s1)CCCC2,-9,-2,-3,-5,4,-30,-11,4.8,-3
O=C(Nc1cccc(S(=O)(=O)NC2=NCCCCC2)c1)C1COc2ccccc2O1 (stereo not drawn),-4,-2,6,10,5,-68,-33,4.1,27
Cc1cccc(C(=O)N2CCc3cc(-c4nc(NC(=O)Cn5nnc6ccccc6c5=O)sc4C)ccc32)c1,-5,12,-2,6,7,-93,8,73,11
O=c1c2[nH]c3ccccc3c2nc2n1CCCS2,-11,-6,.,3,10,10,-11,2.0,25

# A section taken from the entries so far:
SMILES,Tb hexokinase,14-3-3 Bad inh,Rad51 HR inh,eIF4E-4G inh,PGE2 EP2 inh,m-calpain inh,EP2 mod,L929 necroptosis,Hck Nef HTS
Cc1cccc(C(=O)N2CCc3cc(-c4nc(NC(=O)Cn5nnc6ccccc6c5=O)sc4C)ccc32)c1,-5,12,-2,6,7,-93,8,73,11
O=c1c2[nH]c3ccccc3c2nc2n1CCCS2,-11,-6,.,3,10,10,-11,2.0,25

# An excerpt (hit frequency here may not be typical).
